APP 5UTR inh: APP translation inhibition. AID 1285. inhibition, % at 2 µM. SH-SY5Y APP 5'UTR-luciferase reporter, luminescence. 190,000 compounds, 0.82% hits;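 active means inhibition above a set limit, derived from the sample mean plus 3 SD, cut at about 45% in these data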; further: values of inactives mirror those of a sister screen read the other way
FLuc inhib CS: Photinus pyralis luciferase inhibition counter-screen; P08659; ATPLite firefly luciferase biochemical luminescence, 10 min; inhibition, % at 10 µM; 200,000 compounds, 1.5% hits; AID 1006;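 active means inhibition above about 50% when tested at 10 µM, limit read from the data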
Target sequence (P08659 whole entry, looked up): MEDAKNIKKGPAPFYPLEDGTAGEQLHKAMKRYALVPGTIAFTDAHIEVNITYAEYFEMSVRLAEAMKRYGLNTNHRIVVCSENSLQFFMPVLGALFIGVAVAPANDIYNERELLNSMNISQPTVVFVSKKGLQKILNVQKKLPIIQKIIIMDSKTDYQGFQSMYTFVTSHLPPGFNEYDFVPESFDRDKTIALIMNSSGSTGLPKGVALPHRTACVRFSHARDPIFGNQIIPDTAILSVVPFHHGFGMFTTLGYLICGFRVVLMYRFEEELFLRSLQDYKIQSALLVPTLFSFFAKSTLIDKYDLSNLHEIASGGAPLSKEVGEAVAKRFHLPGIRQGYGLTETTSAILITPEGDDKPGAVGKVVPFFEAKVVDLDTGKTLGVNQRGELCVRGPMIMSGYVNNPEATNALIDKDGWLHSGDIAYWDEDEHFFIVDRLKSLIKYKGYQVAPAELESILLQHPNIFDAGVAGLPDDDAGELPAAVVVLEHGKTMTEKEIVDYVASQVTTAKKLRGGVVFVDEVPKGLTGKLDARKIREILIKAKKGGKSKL
NF-kB expr up: compounds increasing NF-kB expression in human neuronal cells | fold change at 12.5 µM | NF-kB reporter expression; stronger effect = higher value | 190,000 compounds, 1.6% hits | AID 1239; in the data active means fold change above about 3.3
FLuc stim CS: affects firefly luciferase, flagging false hits in luciferase stimulation screens; P08659; ATPlite luciferase biochemical, luminescence, 10 min; 0 = ATP-free wells, 1 = DMSO control; activation factor at 10 µM; 200,000 tested, under 10 active;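 active means luciferase activation factor, scaled between plate controls, of at least 2 with compound at 10 µM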
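System: cell-free luciferase reagent; medium: PBS as buffer for the ATP substrate; doses: test compounds dosed from 2 mM stocks in 100% DMSO; incubation: 10 min, room temperature; measured by: luminescence from luciferase reaction; read-out: luciferase activation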
STAT1 activator: STAT1 signaling activation; NIH 3T3 STAT1-luciferase reporter, IFN-gamma, luminescence; 100% = IFN-gamma alone, no compound; activation (% of control), % at 5.5 µM; 200,000 compounds, 2.6% hits; AID 932;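 active means activation above the screen-wide mean activation plus 3 SD, cut at about 130% in these data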;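 further: raw ratio to IFN-gamma control signal so 100% means no change and 0% no light; values of inactives mirror those of a sister screen read the other way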
STAT3 act: activators of IL-6 induced STAT3 signaling; activation (% of control), % at 5.6 µM; 190,000 compounds, 0.91% hits; U3A cells, IL-6 STAT3-luciferase reporter, luminescence; 100% = signal with IL-6 EC80 alone;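 active means activation above the screen-wide mean of compound activation plus 3 SD, cut at about 130% in these data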;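 further: 0% = background luminescence of wells with medium and substrate only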
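Detection: reporter luminescence signal / Assay system: STAT1-lacking human U3A cells, STAT3 luciferase reporter / Incubation: compound pre-incubation 1 h before IL-6, then 6 h stimulation at 37 °C / Control set: IL-6-only high control / Read-out: % activation relative to IL-6 control / Probe or stimulus: Interleukin-6, 33 ng/mL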
STAT3 inh: inhibitors of IL-6 induced STAT3 signaling. inhibition, % at 5.5 µM. 190,000 compounds, 0.89% hits. AID 862. U3A cells, IL-6 STAT3-luciferase reporter, luminescence; host cell line lacks STAT1;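 active means inhibition above the mean inhibition across all screened compounds plus 3 SD, cut at about 44% in these data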;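 further: 0% = DMSO only wells and 100% = 100 µM nifuroxazide control wells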
STAT1 blocker: STAT1 signaling inhibition; NIH 3T3 STAT1-luciferase reporter, IFN-gamma, luminescence; inhibition, % at 5.5 µM; 200,000 compounds, 0.35% hits; AID 920;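 active means inhibition above a set limit, the mean inhibition across all tested compounds plus 3 SD, cut at about 34% in these data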;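 further: 0% = IFN-gamma with DMSO and 100% = IFN-gamma with 300 µM nifuroxazide; values of inactives mirror those of a sister screen read the other way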
ROMK primary: human ROMK K+ channel modulation, primary screen | B-score at 10 µM | Tet-inducible ROMK, thallium flux fluorescence; actives lie on both sides | P48048 | AID 1918 | 130,000 compounds, 2% hits;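 active means signal ratio slope over the read window, or its plate-corrected B-score, at least 3 SD from the plate mean, either direction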;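 further: B-score of the F/F0 ratio slope over 7 to 12 s after thallium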
Target sequence (P48048 whole entry, looked up): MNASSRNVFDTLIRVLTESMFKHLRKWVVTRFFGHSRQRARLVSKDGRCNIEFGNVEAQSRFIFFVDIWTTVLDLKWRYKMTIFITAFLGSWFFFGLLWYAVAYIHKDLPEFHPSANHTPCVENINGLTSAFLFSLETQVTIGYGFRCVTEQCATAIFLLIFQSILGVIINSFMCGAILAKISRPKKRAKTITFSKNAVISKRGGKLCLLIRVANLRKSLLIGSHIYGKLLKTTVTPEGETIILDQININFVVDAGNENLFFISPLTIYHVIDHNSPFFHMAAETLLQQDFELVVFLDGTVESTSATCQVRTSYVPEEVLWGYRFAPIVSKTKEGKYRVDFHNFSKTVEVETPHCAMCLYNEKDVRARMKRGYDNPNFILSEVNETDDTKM
APP 5'UTR act: activates APP 5'UTR luciferase reporter. activation, % at 2 µM. AID 1276. 190,000 compounds, 1% hits. SH-SY5Y APP 5'UTR luciferase reporter, luminescence; zero percent = DMSO vehicle wells;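 active means activation above a set limit, based on mean plus 3 SD of controls, cut at about 140% in these data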; further: values of inactives mirror those of a sister screen read the other way
* hit, by the source's call; . = not tested or not shown.

SMILES	FLuc stim CS	FLuc inhib CS	STAT1 activator	STAT3 act	APP 5'UTR act	STAT1 blocker	ROMK primary	APP 5UTR inh	STAT3 inh	NF-kB expr up
CC(C)(C)n1nnnc1C(c1cccs1)N1CCN(Cc2ccc3c(c2)OCO3)CC1 (configuration not stated)	1.1	-6	98	98	8	2	.	-8	7	1.7
CCOC(=O)CSc1nc2ccccc2c(=O)n1CCC(=O)NCCc1ccc(OC)c(OC)c1	1.1	-8	100	102	2	0	1.3	-2	2	0.86
Cc1ccc(S(=O)(=O)N2CCCCC2)cc1NC(=O)Cn1c(=O)cnc2ccccc21	1.1	-8	97	84	12	2	0.59	-12	26	1.2
CCOc1ccc(-c2noc(CCC(N)=O)n2)cc1OCC	1	5	107	109	21	-7	.	-21	-4	1
Cc1ccc(C(=O)n2c(-c3ccccc3)cnc2SCC(=O)Nc2ccccc2)cc1	1	-1	104	109	-5	-4	-0.21	5	-13	1.2
C[C@@H]1CN(C2CCN(Cc3nc(C(c4ccccc4)c4ccccc4)no3)CC2)C[C@H](C)O1	1	-2	101	102	24	-2	.	-24	1	1.2
Cc1ccc2c(c1)C1OCCC1C1N2C(=O)C2C(C(=O)O)C3C=CC21O3 (configuration not stated)	1	0	109	103	2	-9	.	-2	1	1.2
CSc1sc(C)cc1/C=N/O	1	-3	108	106	11	-9	-0.19	-11	2	1.2
O=C(NCC1CCCO1)/C(=C\c1cccs1)NC(=O)c1ccccc1 (configuration not stated)	1.1	-7	103	94	24	-6	0.68	-24	14	1
Cc1ccc(S(=O)(=O)NCC(=O)N/N=C/c2ccccc2O)cc1	1	-2	103	98	-12	-5	0.56	12	4	1
O=C(CSc1ccccc1)Nc1ccc(S(=O)(=O)Nc2ncccn2)cc1	1	-3	92	98	-8	10	0.59	8	8	1.2
Cc1cccc(C(=O)N[C@H](C(=O)Nc2nc3ccc(S(C)(=O)=O)cc3s2)C(C)C)c1	1	-1	98	90	6	-2	0.79	-6	16	1.1
CCCCN(CC)C(=O)Cn1ncc2c1-c1cc(C)ccc1OC2	1.1	-9	101	107	3	-1	.	-3	1	1.1
Cc1ccc(CSCC(=O)NCCCN2CCOCC2)cc1	1.1	-8	95	98	-2	5	0.27	2	13	1.1
Cc1noc2ncnc(Oc3ccccc3Cl)c12	1	-3	94	106	24	4	0.73	-24	-3	1.1
Cc1cc(=O)oc2cc(OCCSCCN3CCOCC3)ccc12	1.1	-6	103	100	6	-3	0.11	-6	3	0.93
CC(=O)c1c(C)nc(-c2ccc(Cl)cc2)nc1NC(=O)C(C)C	1.1	-6	93	113	18	7	.	-18	-11	1.2
Cc1ccnc(NC(=O)Nc2cccc(F)c2)n1	0.9	7	145*	98	150*	-52	.	-150	8	.
O=C(COC(=O)/C=C/c1ccccc1)NCc1ccccc1Cl	1	-4	103	105	20	-1	-0.8	-20	-1	1.2
O=C(COC(=O)CCC(=O)c1ccc(Cl)cc1)NCCc1ccccc1	1.1	-6	101	107	6	-1	-0.15	-6	0	1.4
Cc1ccc(-c2nc(CSCC(=O)N3CCN(C(=O)c4ccco4)CC3)c(C)o2)cc1	1	-2	93	92	-12	8	.	12	18	1.2
CSc1ccc(NC(N)=S)cc1	1	2	112	104	12	-15	-0.028	-12	0	0.97
COc1ccccc1NC(=O)Cn1c(=O)oc2ccccc21	1.1	-8	96	100	-7	4	0.39	7	0	1.4
CC(C)(C)c1ccc(S(=O)(=O)Nc2ccccn2)cc1	1.1	-5	101	110	-5	-1	0.35	5	-6	0.9

Ordered by molar mass (highest first): part of the list above
SMILES	FLuc stim CS	FLuc inhib CS	STAT1 activator	STAT3 act	APP 5'UTR act	STAT1 blocker	ROMK primary	APP 5UTR inh	STAT3 inh	NF-kB expr up
CCOC(=O)CSc1nc2ccccc2c(=O)n1CCC(=O)NCCc1ccc(OC)c(OC)c1	1.1	-8	100	102	2	0	1.3	-2	2	0.86
C[C@@H]1CN(C2CCN(Cc3nc(C(c4ccccc4)c4ccccc4)no3)CC2)C[C@H](C)O1	1	-2	101	102	24	-2	.	-24	1	1.2
Cc1cccc(C(=O)N[C@H](C(=O)Nc2nc3ccc(S(C)(=O)=O)cc3s2)C(C)C)c1	1	-1	98	90	6	-2	0.79	-6	16	1.1
Cc1ccc(C(=O)n2c(-c3ccccc3)cnc2SCC(=O)Nc2ccccc2)cc1	1	-1	104	109	-5	-4	-0.21	5	-13	1.2
O=C(CSc1ccccc1)Nc1ccc(S(=O)(=O)Nc2ncccn2)cc1	1	-3	92	98	-8	10	0.59	8	8	1.2
O=C(NCC1CCCO1)/C(=C\c1cccs1)NC(=O)c1ccccc1 (configuration not stated)	1.1	-7	103	94	24	-6	0.68	-24	14	1
Cc1cc(=O)oc2cc(OCCSCCN3CCOCC3)ccc12	1.1	-6	103	100	6	-3	0.11	-6	3	0.93
Cc1ccc(S(=O)(=O)NCC(=O)N/N=C/c2ccccc2O)cc1	1	-2	103	98	-12	-5	0.56	12	4	1
O=C(COC(=O)/C=C/c1ccccc1)NCc1ccccc1Cl	1	-4	103	105	20	-1	-0.8	-20	-1	1.2
CCCCN(CC)C(=O)Cn1ncc2c1-c1cc(C)ccc1OC2	1.1	-9	101	107	3	-1	.	-3	1	1.1
COc1ccccc1NC(=O)Cn1c(=O)oc2ccccc21	1.1	-8	96	100	-7	4	0.39	7	0	1.4
CC(C)(C)c1ccc(S(=O)(=O)Nc2ccccn2)cc1	1.1	-5	101	110	-5	-1	0.35	5	-6	0.9
Cc1noc2ncnc(Oc3ccccc3Cl)c12	1	-3	94	106	24	4	0.73	-24	-3	1.1
CSc1sc(C)cc1/C=N/O	1	-3	108	106	11	-9	-0.19	-11	2	1.2

Next part.
SMILES	FLuc stim CS	FLuc inhib CS	STAT1 activator	STAT3 act	APP 5'UTR act	STAT1 blocker	ROMK primary	APP 5UTR inh	STAT3 inh	NF-kB expr up
Cc1ccc(-n2ccc(=O)c(-c3ccnc(SCc4cccc(Cl)c4)n3)n2)cc1	1.1	-6	91	109	15	10	.	-15	0	1
CC(=O)c1cccc(N(C(=O)Cn2nnc3ccccc32)C(C(=O)NCC2CCCO2)c2ccc(N3CCOCC3)cc2)c1 (configuration not stated)	1.1	-7	104	100	16	-6	.	-16	2	1.1
CC(C)(C)OC(=O)NCCC(=O)Oc1ccc2ccc(=O)oc2c1	1.1	-7	102	103	6	-2	-0.73	-6	2	0.87
COc1cccc(C(=O)Nc2ccc(Cl)c(C(F)(F)F)c2)c1	1	-1	106	88	46	-13	.	-46	21	1.4
COc1ccc(Cn2c(C)nc([N+](=O)[O-])c2SCC(=O)O)cc1[N+](=O)[O-]	1	-1	98	104	9	0	-0.38	-9	-1	0.97
CCCCOC(=O)C1C2C=C[C@]3(CN(CCCOC)C(=O)[C@H]13)O2 (some centres not stated)	1.1	-6	94	100	11	6	0.23	-11	4	0.82
CN(Cc1ccccc1)C(=O)COc1ccccc1	1.1	-8	109	101	-9	-10	.	9	0	1.1
CC(C)(O)C#Cc1ccc(C(=O)NCCc2ccc(S(N)(=O)=O)cc2)cc1	1	-4	105	101	14	-5	0.53	-14	3	0.9
CC(=O)c1ccc(N2CCN(C(=S)Nc3ccccc3F)CC2)cc1	1	0	97	101	5	4	.	-5	-2	0.66
CCC(=O)NCc1cc(-c2nn(C)c(=O)c3ccccc23)ccc1C	1.1	-6	100	102	-19	5	.	19	-1	1.2
Cc1ccc(OCc2nnc(N)s2)cc1	0.9	10	115	96	46	-15	0.089	-46	7	1.7
CCc1ccccc1NC(=O)C(Cc1cccc(OC)c1OC)c1nn[nH]n1 (configuration not stated)	1	-2	102	106	-8	-2	-0.093	8	-4	0.95
COc1ccc(-n2nc(C(=O)Nc3nc4ccc(OC)cc4s3)c3ccccc3c2=O)c(OC)c1	1	-4	105	105	-6	-5	.	6	-4	1
O=C(/C=C/c1ccc(Cl)c(Cl)c1)NCc1ccco1	1	-4	100	82	6	0	0.87	-6	23	1.7
Cc1ccc(N=C2NC(=O)c3cc([N+](=O)[O-])ccc32)cc1	1	-2	108	82	-10	-9	.	10	20	1.4
O=C(c1ccco1)N1N=C(c2cccs2)CC1c1ccco1 (configuration not stated)	1.1	-6	92	92	-3	7	-0.3	3	13	1.2
Cc1cc(C(F)(F)F)nn1CC(=O)Nc1ccc(Br)c2cccnc12	1.1	-5	102	104	8	-3	.	-8	0	1.1
CCCc1[nH]nc2c1C(c1c(C)nn(-c3ccccc3)c1Cl)C(C#N)=C(N)O2 (configuration not stated)	1.1	-5	102	101	40	-1	-0.79	-40	5	0.62
COc1cccc(-c2cc(C(=O)Nc3cccnc3)no2)c1	0.4	64*	132*	107	-17	-35	5.9*	17	-1	4.9*
O=C(NC1CCCCC1)C(=S)N1CCCC1	1	-5	106	97	-10	-9	0.23	10	5	1.2
O=C(c1ccc(Cl)cc1Cl)c1ncc(C(F)(F)F)cc1Cl	1	-4	105	106	-6	-5	.	6	4	1.2
C=Cc1ccc2c(c1)N(C)C(=C)S2	1	0	98	101	2	1	0.89	-2	7	1.3
O=C(NC1CCSC1=O)c1ccc(Cl)cc1 (configuration not stated)	1	-4	98	100	15	2	-0.63	-15	7	1.2
CSc1ccccc1C(=O)Nc1nc2ccccc2c(=O)[nH]1	1	4	113	90	35	-15	1.5	-35	21	1.9
COc1cccc2cc(C(=O)NCc3ccco3)c(=Nc3ccc(C(=O)O)cc3)oc12	1	3	96	96	9	5	-1.9	-8	2	0.73
Cc1cc(/C=C2/NC(=O)NC2=O)c(C)n1-c1ccccn1	0.5	49	107	95	-13	-8	.	13	9	1.4
COc1ccc(Br)cc1CNC(=O)C1CCCN(c2nc3ccccc3o2)C1 (configuration not stated)	1.1	-7	103	102	-2	-4	-0.59	2	3	1
Nc1nnnn1/N=C/C=C/c1ccccc1	1	-3	109	102	9	-8	.	-9	1	1.3
COC(=O)C(C(=O)OC)=C(/C=C/N(C)C)N(C)C	1.1	-6	103	103	3	-3	.	-3	3	0.81
CN(C)c1nc(C(=O)OCCO)nc(N(C)C)n1	1.1	-5	99	102	-10	1	-0.025	10	1	1.1

Hits appear at their usual frequency (roughly 7.1% active in at least one column).
